Screens (PubChem BioAssay)
EPAC2 antag – EPAC2 (human) antagonism. Q8WZA2. EPAC2 GEF exchange of Rap1B-BODIPY-GDP, fluorescence. Potency, µM (highest dose often 114 µM), for the others: at the highest dose activity, negative = inhibition, actives largely listed as inhibitors. 360,000 tested, 0.18% active. AID 720708; further: potency means the concentration at half of the fitted maximal effect; on the % scale 0 is the no-effect control and ±100 the full control effect; nearly all actives have a fitted effect of over 45% in size; many of its hits are not listed in these tables
aSyn rescue – rescues yeast growth from alpha-synuclein toxicity | Yeast expressing alpha-synuclein, growth rescue, BacTiter-Glo, 24 h | Potency, µM (doses to about 46.1 µM), without a hit: at the top dose growth rescue (activation), hits mostly activators | 370,000 tested, 0.14% active; further: potency means the concentration at half of the fitted maximal effect; % of control where 0% means no effect; nearly all actives have a fitted effect of over 65% in size
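Galactose-induced alpha-syn yeast (OD600=0.02, raffinose-pregrown) + pinned cpd, 24 hr, 30 deg C; growth by BacTiter-Glo luminescence. Growth restoration scores as activation.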
EPAC2 agonist – EPAC2 (human) agonism; Q8WZA2; EPAC2 activation, biochemical qHTS; response scale: 100% = 6.5 mM cAMP response; Potency, µM (top dose mostly 154 µM), inactives show at the top dose activation, actives largely listed as activators; 360,000 tested, 0.079% active; further: potency means the concentration at half of the fitted maximal effect; nearly all actives have a fitted effect of over 50% in size
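In this primary screen, activation is scored as increased exchange of BODIPY-GDP from Rap1B by 100 nM EPAC2, with 50 uM GDP as competitor. Signal is normalized to the 6.5 mM cAMP agonist control.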
FUS suppressor – rescues growth of FUS-expressing yeast; 390,000 tested, 0.24% active; AID 1347120; S. cerevisiae FUS-expressing, growth rescue, OD600, 24 h; Potency, µM (top dose mostly 76.6 µM), inactives show top-dose growth rescue (activation), hits mostly activators;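 further: potency means the concentration at half of the fitted maximal effect; plate controls were DMSO vehicle for no effect and reference control for full effect; nearly all actives have a fitted effect of over 55% in size; some results filed as inactive show a strong effect at the top dose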
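Cultures pregrown in 2.5% raffinose medium are shifted to minimal medium containing 2% galactose to express toxic FUS. Compounds are tested at several concentrations. After 24hr at 30C, growth is quantified at 600 nm absorbance.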
D3 antag – antagonists of human D3 dopamine receptor; max response, negative = inhibition, %; AID 652054; P35462; 360,000 tested, 2.5% active; D3R cells, DiscoveRx beta-arrestin luminescence, antagonist mode; hits give low values; in the data active means max response below about -50%; inconclusive means no clear call, values can overlap the other calls; further: on the % scale 0 is the no-effect control and ±100 the full control effect; mostly tested at two doses, the higher about 12 µM
Target sequence (P35462 whole entry, looked up): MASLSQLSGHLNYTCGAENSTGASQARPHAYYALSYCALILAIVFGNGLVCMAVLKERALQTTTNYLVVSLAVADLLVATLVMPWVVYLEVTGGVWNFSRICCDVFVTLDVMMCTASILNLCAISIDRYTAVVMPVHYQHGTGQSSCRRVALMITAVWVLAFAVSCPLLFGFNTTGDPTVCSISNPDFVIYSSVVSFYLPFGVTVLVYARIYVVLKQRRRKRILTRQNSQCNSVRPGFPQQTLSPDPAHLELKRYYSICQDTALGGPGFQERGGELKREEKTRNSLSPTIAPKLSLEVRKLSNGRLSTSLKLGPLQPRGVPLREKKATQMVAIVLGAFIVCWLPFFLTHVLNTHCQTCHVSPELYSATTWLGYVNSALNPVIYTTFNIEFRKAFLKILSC
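Cells expressing the human receptor were seeded at 1500 cells/well, incubated overnight at 37 degrees C in 5% CO2, then exposed to library compounds with dopamine controls for 90 minutes at 37 degrees C before luminescent detection.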
D3 ag – activates the human D3 dopamine receptor; P35462; D3R DiscoveRx beta-arrestin cells, luminescence, 90 min; max activation, %; 410,000 tested, 0.58% active; AID 652048; in the data active means max activation above about 30%; further: 0% is about no effect; mostly tested at two doses, the higher about 12 µM
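Agonist mode: compounds and dopamine controls were applied to plated cells for 90 min at 37 degrees C after an overnight attachment at 1500 cells/well. Luminescent read-out followed 30 - 60 minutes at room temperature with DiscoveRx detection reagent.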
Abeta rescue – restores growth of yeast expressing A-beta42 peptide; AID 1347071; yeast expressing A-beta42, growth rescue, OD600, 48 h; response scale: 0% DMSO, 100% iron-clioquinol control; 410,000 tested, 0.063% active; Potency, µM (doses to about 46.1 µM), for the others: at the top dose growth rescue, most hits filed as activators; further: potency means the concentration at half of the fitted maximal effect; nearly all actives have a fitted effect of over 55% in size
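Growth rescue measured by 600 nm absorbance after 48 h yeast culture at 30 C with compound. Values normalized between DMSO and an equimolar ferric chloride plus clioquinol control.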
TDP-43 yeast inh – inhibitors of TDP-43 toxicity in yeast; 410,000 tested, 1.8% active; Potency, µM (doses to about 46.1 µM), for inactives: at the highest dose growth rescue (activation), most hits filed as activators; TDP-43 expressing yeast growth rescue, BacTiter-Glo, 24 h; further: potency means the concentration at half of the fitted maximal effect; % of control where 0% means no effect; nearly all actives have a fitted effect of over 50% in size
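Galactose-induced TDP-43 yeast, OD600=0.02, compound pinned; 24 hr, 30 deg C; BacTiter-Glo luminescence for growth. Inhibitors of TDP-43 toxicity read as activators.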
An asterisk follows results filed as active; ? = inconclusive; . = not tested or not shown; [ ] = remark or other dose. Unless noted, the call rests on the fitted dose curve; in most records, active means well fitted curve in the direction sought with a large enough effect; inconclusive means small, poorly fitted or top-dose-only effect, or another doubt; inactive means no such curve, though single readings can be large; an effect the other way counts as inactive or inconclusive. The list is partial, so the mix of outcomes need not match the whole.

The opening 2 records, ahead of the listing:
SMILES	EPAC2 antag	aSyn rescue	EPAC2 agonist	FUS suppressor	D3 antag	D3 ag	Abeta rescue	TDP-43 yeast inh
CCC(Oc1ccccc1)C(=O)Nc1ccc(S(=O)(=O)NCC2CCCO2)cc1 (stereo unspecified)	0%	1%	3%	1%	12	-2	23%	12%
C=CCn1c(CCNC(=O)c2ccccc2F)nnc1SCc1nc2ccccc2c(=O)[nH]1	16%	2%	11%	21%	-19	0	-19%	-23%

This part in full, from the first entry:
SMILES	EPAC2 antag	aSyn rescue	EPAC2 agonist	FUS suppressor	D3 antag	D3 ag	Abeta rescue	TDP-43 yeast inh
CCC(Oc1ccccc1)C(=O)Nc1ccc(S(=O)(=O)NCC2CCCO2)cc1 (stereo unspecified)	0%	1%	3%	1%	12	-2	23%	12%
C=CCn1c(CCNC(=O)c2ccccc2F)nnc1SCc1nc2ccccc2c(=O)[nH]1	16%	2%	11%	21%	-19	0	-19%	-23%
CC(=O)Nc1cccc(C(=O)OCC(=O)NC(=O)NC2CCCC2)c1	-1%	10%	8%	0%	0	8	-1%	11%
COCCOc1cc(N2C(=O)CSCC2=O)c(Cl)cc1Cl	-2%	-21%	1%	4%	34	8	5%	-4%
O=C(COc1ccccc1C(=O)NCc1ccccc1)Nc1ccccc1	-1%	1%	-1%	-2%	13	1	16%	?
Cc1ccccc1Nc1nc(Nc2ccccc2C)nc(SC2=NCCS2)n1	-5%	-24%	18%	-8%	-14	-13	5%	?
S=c1[nH]nc(-c2ccn[nH]2)n1-c1ccccc1Cl	0%	-9%	6%	5%	2	8	7%	18%
COC(=O)Cc1ccc(NC(=S)NC2CC2)cc1	-3%	-11%	4%	-6%	3	11	-6%	-14%
CCOC(=O)C1CCN(C(=O)CSc2ccccc2Cl)CC1	-9%	-1%	-5%	0%	15	4	-18%	-8%[9.22 µM]
Cc1[nH]c2ccccc2c1C(=O)c1cc(Cc2ccccc2)sc1N	?	0%	13%	44%	-2	-4	-2%	23%
CN(C)c1ncnc2c1ncn2[C@H]1CN(Cc2ccccc2)C[C@@H](CO)O1	4%	-1%	13%	-5%	0	-5	-21%	-7%
Cc1ccc(Cn2c(CN3CCC(C(=O)O)CC3)cc3ccccc32)cc1	.	.	.	7%	.	8	0%	14%
O=C(CSC1=Nc2ccccc2C2=NC(Cc3c[nH]c4ccccc34)C(=O)N12)NC1CCCCC1 (stereo unspecified)	-4%	-5%	13%	?	-2	-2	-4%	0%
O=C(NCC1CCCO1)c1cc(-c2ccccc2F)no1 (stereo unspecified)	7%	1%	10%	27%	-9	1	-4%	13%
COc1cccc(NC(=O)CN2C(=O)NC(C)(CC(C)C)C2=O)c1 (stereo unspecified)	-5%	2%	5%	-3%	-3	2	26%	10%
CCOc1ccc(NC(=S)N2CCN(S(C)(=O)=O)CC2)cc1	2%	0%	5%	.	8	-2	-4%	18%
O=C(NCC1CCCO1)c1ccc2nc(N3CCCCC3)sc2c1 (stereo unspecified)	-3%	2%	1%	-3%	11	2	1%	14%
NS(=O)(=O)c1ccc(NC(=O)CCCCC(=O)Nc2ccc(S(N)(=O)=O)cc2)cc1	0%	4%	5%	13%	19	-4	-2%	-12%
COCc1cc(=O)[nH]c(-c2ccccc2OC(F)(F)F)n1	-1%	-3%	8%	-8%	66	3	6%	7%
Cc1cc(F)ccc1S(=O)(=O)Nc1nc2ccccc2nc1Cl	-10%	-27%	4%	3%	7	6	-10%	?
Cc1cnc(C(=O)OC(C(=O)c2ccccc2)c2ccccc2)cn1 (stereo unspecified)	-14%	10%	-3%	29%	9	1	-18%	11%
Cc1cc(C(N)=O)nn1-c1c(Cl)cc(Cl)cc1Cl	-12%	0%	2%	0%	9	-2	12%	14%
Cn1c(N)c(C(=O)COC(=O)CSc2ccc(Cl)cc2)c(=O)n(C)c1=O	-8%	2%	-19%	16%	12	6	-6%	-16%
CC(C)Cn1c(=S)[nH]c2cc(Cl)ccc21	-5%	-16%	13%	-2%	0	-9	29%	-19%
O=C(c1ccccc1Cc1ccccc1)N1CCN(S(=O)(=O)c2ccccc2)CC1	-11%	-3%	3%	4%	-13	-2	17%	14%
COc1ccc(N2CCN(C(=O)c3ccc4c(c3)N(Cc3cccc(Cl)c3)C(=O)c3ccccc3S4(=O)=O)CC2)cc1	.	.	.	52%	.	-6	5%	-6%
COc1ccc(S(=O)(=O)N2CCN(C(=O)[C@@H]3CCCN3C(=O)c3cccs3)CC2)cc1	-1%	-15%	2%	4%	-11	1	3%	-3%
Cc1ccc(NC2=CC(=O)CC(C)(C)C2)cc1Cl	1%	-14%	3%	17%	1	4	-2%	-7%
CCN(C(=O)CSc1ncn[nH]1)C1CCCCC1	12%	-2%	7%	-7%	-11	-3	-3%	-3%
COc1cc(OC)c(Nc2nc3ccc(C(=O)c4ccccc4)cc3n3c(C)nnc23)cc1Cl	.	.	.	-14%	.	-3	-16%	9%
O=C(OCC1CCCN2CCCCC12)c1ccc2c(c1)OCO2 (stereo unspecified)	3%	1%	10%	-15%	-10	-12	-6%	7%
Cc1cc(NC(=O)c2ccc(C)s2)n(-c2ccccc2)n1	7%	-1%	4%	-2%	-13	1	13%	2%
Clc1ccc(-c2csc(N3CCCCCC3)n2)cc1	9%	-19%	10%	13%	-2	4	-15%	-3%
CCN(CC)C(=O)c1ccc(Nc2nnc(-c3ccc(C)c(S(=O)(=O)NC)c3)c3ccccc23)cc1	.	.	.	23%	.	-8	-9%	7%
C=CCN1C(=O)/C(=C/c2ccc(OC)cc2)S/C1=N/c1nccs1	3%	1%	6%	10%	-6	-4	-21%	-16%
COc1cc(/C=N/NC(=O)c2cc(C3CC3)[nH]n2)cc(OC)c1OC	0%	-6%	7%	19%	2	0	-5%	-21%
Cc1ccc(C)c(Cn2c(=O)n(Cc3ccc(C(=O)NC4CCN(Cc5ccccc5)CC4)cc3)c(=O)c3ccccc32)c1	.	.	.	2%	.	-9	3%	22%
COc1ccc(CCNc2nc(-c3ccc(F)cc3)c(CC(=O)O)s2)cc1OC	5%	8%	5%	4%	11	-4	-22%	-8%
CCOc1ccc2c(ccc(/C=C/c3cc(C)c4cccnc4c3O)[n+]2C)c1	40µM*	-65%[inhibitor]	?	.	?	-11	-38%[inhibitor]	-52%[inhibitor]
CCc1nnc(SCCSc2nnc(CC)n2N)n1N	-3%	6%	9%	10%	-17	2	-7%	-6%
O=C(COC(=O)Cc1ccsc1)NCC12CC3CC(CC(C3)C1)C2	3%	0%	-3%	23%	7	10	12%	?
CCOC(=O)c1ccc(NC(=O)/C=C/c2cccs2)cc1	-22%	-21%	27%	20%	5	8	-26%	-7%
Cc1onc(C(=O)NN)c1-c1csc(COc2ccccc2)n1	-4%	-12%	3%	20%	-1	3	-12%	?
COc1cccc(-c2ncc3ccccc3c2COC(=O)c2ccccc2C(=O)O)c1	6%	-1%	8%	-15%	8	5	4%	12%
O=C(C[N+]1(CC#Cc2ccccc2)CCOCC1)c1ccc(Cl)cc1	-14%	5%	-1%	12%	1	1	6%	0%
O=C(NCc1ccc(Cl)cc1)C(=O)NCC(c1cccs1)S(=O)(=O)c1ccc(Cl)cc1 (stereo unspecified)	.	.	.	21%	.	-2	-12%	20%
CC(C)C[C@H](NC(=O)c1nc[nH]c1C(=O)NC1CCN(C(=O)OC(C)(C)C)CC1)C(=O)OCc1ccccc1	-14%	0%	-11%	?	45	20	5%	8%
Cc1ccc(NC(=O)CN(C)S(=O)(=O)c2ccc3c(c2)c(=O)n(C)c(=O)n3C)cc1	0%	-7%	8%	13%	0	-2	-1%	5%
COc1ccc2[nH]cc(/C=N/NS(=O)(=O)c3ccc(C)cc3)c2c1	-11%	1%	13%	9%	1	6	7%	-3%
O=C(Oc1ccc2c(c1)OCO2)c1ccc(Br)c(S(=O)(=O)N2CCOCC2)c1	0%	-3%	10%	?	36	-7	-9%	-10%
Cc1cc(C)c2oc(C(=O)N(Cc3ccccc3)c3ccccn3)cc(=O)c2c1	-20%	0%	11%	-1%	-9	8	0%	-3%
CCOc1ccc(CCNC(=O)c2ccc(NC3=NC4CS(=O)(=O)CC4S3)cc2)cc1 (stereo unspecified)	-1%	1%	-6%	14%	-13	-2	10%	2%
O=C(Nc1ccccc1)c1cc(C2COCCN2C(=O)c2cccs2)on1 (stereo unspecified)	-7%	0%	2%	-5%	0	-2	-13%	1%
COc1ccccc1CN1CC(C(=O)N2CCCCCCC2)CCC1=O (stereo unspecified)	4%	0%	4%	7%	3	-1	12%	11%
CC(C)CNC(=O)c1cccc(NC(=O)COc2cccc([N+](=O)[O-])c2)c1	-4%	-1%	-3%	14%	1	-7	-4%	-10%[0.397 µM]
O=C(c1cc(C2CC2)nn1-c1ccccc1)N1CCN(S(=O)(=O)c2cccc(F)c2)CC1	-15%	7%	22%	17%	6	-13	6%	15%
CN(CC(=O)NC1CCN(Cc2ccccc2)CC1)S(=O)(=O)c1ccc(Br)s1	1%	1%	15%	9%	-56*	-20	-8%	-10%
COc1ccc2cc(-c3[nH]ncc3CNCCn3nc(C)cc3C)ccc2c1	-3%	6%	7%	13%	2	-6	-7%	18%
O=C(NCCCn1ccnc1)/C(=C/c1ccc(F)cc1)NC(=O)c1ccccc1	0%	-6%	8%	-11%	4	-10	5%	14%
Cc1ccc2nc(SCC(=O)c3ccc4c(c3)OCO4)[nH]c2c1	-1%	2%	16%	-26%	5	-5	30%	4%

Another view of part of the listing above:
The line under a structure holds: EPAC2 antag, aSyn rescue, EPAC2 agonist, FUS suppressor, D3 antag, D3 ag, Abeta rescue, TDP-43 yeast inh
O=C(Oc1ccc2c(c1)OCO2)c1ccc(Br)c(S(=O)(=O)N2CCOCC2)c1
 : 0%, -3%, 10%, ?, 36, -7, -9%, -10%
Cc1cc(C)c2oc(C(=O)N(Cc3ccccc3)c3ccccn3)cc(=O)c2c1
 : -20%, 0%, 11%, -1%, -9, 8, 0%, -3%

(next part)
SMILES	EPAC2 antag	aSyn rescue	EPAC2 agonist	FUS suppressor	D3 antag	D3 ag	Abeta rescue	TDP-43 yeast inh
CCc1ccc(S(=O)(=O)Nc2ccc3c(c2)sc(=O)n3C)cc1	.	.	.	-2%	.	-9	-5%	18%
Cc1ccc(-n2ncc(C(=O)NCCCN3CCc4ccccc4C3)c2C2CCN(C(=O)OC(C)(C)C)CC2)cc1C	.	.	.	?	.	-29	-6%	-5%
CCOC(=O)NC1(C(F)(F)F)NC(=O)N(c2cccc(C(F)(F)F)c2)C1=O (stereo unspecified)	0%	0%	-8%	-3%	2	0	7%	-13%
Cc1ccccc1NC(=O)c1ccccc1O	-7%	-25%	8%	12%	-21	6	-88%[inhibitor]	-70%[inhibitor]
